5HT1E antag – antagonists of human 5-HT1E serotonin receptor. P28566. CHO 5-HT1E Ga15 NFAT-bla reporter, FRET, antagonist. inhibition, % at 6 µM. 65,000 compounds, 0.99% hits;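 active = inhibition above a set limit, the mean inhibition across every tested compound plus 3 SD, cut at about 29% in these data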;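 also: signal is the 460 over 535 nm emission ratio of beta-lactamase substrate; 0% = agonist plus DMSO wells and 100% = wells without agonist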
Fluor 339 460 – intrinsic fluorescence of library compounds, ex339/em460 – biochemical, MLSMR library, data from DPM-DC assay, artefact control, profiling panel; fluorescence fold increase at 10 µM; compound autofluorescence, ex339/em460 nm, NADH buffer; active compounds read high; 1 = no-compound wells, NADH background; 65,000 compounds, 5.5% hits; AID 709;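 active = at 10 µM, mean starting fluorescence two-fold or more over control wells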;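 also: signal is the first read of a kinetic run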
5HT1E ag – activates the human 5-HT1E serotonin receptor; activation, % at 6 µM; P28566; CHO 5-HT1E Ga15 NFAT-bla reporter, FRET; 0% DMSO wells, 100% control agonist wells; 65,000 compounds, 0.69% hits;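 active = activation above a set limit, the screen-wide mean activation plus 3 SD, cut at about 8.5% in these data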;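 also: 100% = positive control agonist at 1 µM giving full maximal response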
S1P3 ag – S1P3 (human) receptor agonism. Q99500. S1P3 NFAT-BLA reporter cells, FRET ratio; relative to 1 µM S1P, basal subtracted. activation, % at 4.5 µM. 60,000 compounds, 0.1% hits. AID 373;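 active = activation above the screen-wide mean plus 3 SD, cut at about 4.5% in these data, passing the limit was not always enough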; also: some compounds called inactive have numbers as strong as hits
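Assay system: stable CHO line with human S1P3, Gα16, NFAT-BLA reporter; Detection: FRET β-lactamase substrate fluorescence, excitation 405 nm, 460/535 nm emission ratio, background-subtracted; Read-out: percent activation versus median 1 µM S1P response, basal-subtracted, per plate; Incubation: cells plated overnight, compound 4 h 37 °C, substrate 2 h RT.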
Her2 expr inh – Her2 kinase expression inhibition. 65,000 compounds, 0.69% hits. P04626. HER2 level % of control, % at 10 µM. AID 645. SKBR-3 HER2 protein level, AlphaScreen, 18-24 h; active compounds read low;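 active = HER2 level under 5% of the carrier-only control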;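 also: 100% = DMSO carrier and 0% = 500 nM PU-H71 HSP90 inhibitor; lower value means stronger loss of Her2 protein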
5-HT1A blocker – blocks the human serotonin 5-HT1a receptor. P08908. CHO 5-HT1a Ga15 NFAT-bla reporter, antagonist mode. inhibition, % at 10 µM. 62,000 compounds, 0.68% hits;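 active = inhibition above the mean of all tested compounds plus 3 SD, cut at about 43% in these data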;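 also: receptor stimulated by 5-CT agonist at 100 nM near EC80; beta-lactamase reporter measured by ratiometric fluorescence of a cleavable substrate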
Target sequence (P08908 whole entry, looked up): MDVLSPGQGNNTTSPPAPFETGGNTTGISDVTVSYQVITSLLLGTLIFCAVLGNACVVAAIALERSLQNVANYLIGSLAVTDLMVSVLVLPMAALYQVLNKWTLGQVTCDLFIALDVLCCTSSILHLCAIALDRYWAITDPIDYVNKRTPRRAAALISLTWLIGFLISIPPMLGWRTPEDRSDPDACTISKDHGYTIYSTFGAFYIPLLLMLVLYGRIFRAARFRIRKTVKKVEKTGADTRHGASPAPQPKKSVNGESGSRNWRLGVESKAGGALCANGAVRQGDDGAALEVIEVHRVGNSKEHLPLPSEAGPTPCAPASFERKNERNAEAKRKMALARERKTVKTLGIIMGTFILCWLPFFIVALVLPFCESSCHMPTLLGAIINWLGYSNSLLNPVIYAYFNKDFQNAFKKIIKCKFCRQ
S1P1 ag pot – S1P1 (human) agonism or agonism potentiation | P21453 | S1P1 CRE-bla cells, forskolin, beta-lactamase FRET, potentiator mode; S1P1 agonist co-added at EC20, 2 nM; 100% = saturating reference agonist, 0% = basal | activation, % at 9.5 µM | 56,000 compounds, 0.57% hits;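 active = activation above a cutoff set at the mean activation of all tested compounds plus 3 SD, cut at about 54% in these data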;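 also: forskolin at 4 µM as EC80 and the EC20 agonist is SEW2871; 100% = SEW2871 at its EC100 plus forskolin at EC80; some compounds past the cut are filed as inactive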
Target sequence (P21453 whole entry, looked up): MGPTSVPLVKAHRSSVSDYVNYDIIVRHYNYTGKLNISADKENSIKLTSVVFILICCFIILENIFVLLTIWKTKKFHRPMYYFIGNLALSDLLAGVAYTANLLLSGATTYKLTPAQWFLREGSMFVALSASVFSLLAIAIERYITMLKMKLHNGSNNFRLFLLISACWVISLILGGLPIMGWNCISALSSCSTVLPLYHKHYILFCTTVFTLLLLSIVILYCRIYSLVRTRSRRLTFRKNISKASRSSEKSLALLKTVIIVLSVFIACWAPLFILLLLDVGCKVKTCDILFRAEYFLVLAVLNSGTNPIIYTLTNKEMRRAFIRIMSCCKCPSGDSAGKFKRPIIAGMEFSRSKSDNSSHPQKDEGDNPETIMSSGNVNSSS
MMP-13 inhibitor – blocks human MMP13 activity; inhibition, % at 4 µM; P45452; 65,000 compounds, 0.07% hits; MMP-13 fTHP FRET cleavage, Mca fluorescence; AID 570;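 active = inhibition above the mean of compound-free control plate wells plus 3 SD, cut at about 14% in these data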;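 also: 0% = DMSO wells and 100% = wells with reference MMP-13 inhibitor after basal subtraction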
A340 absorber – absorbance at 340 nm. 65,000 tested, under 10 active. compound absorbance at 340 nm, fold over control. fold change at 10 µM;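 active = at 10 µM dose, initial 340 nm absorbance at least 2 fold that of control wells; inactive = change under 2 fold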;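 also: initial absorbance extrapolated from kinetic A340 decline of NADH oxidation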
Numbers without * were called inactive; / = no result given; [ ] = remark or other dose. Not a hit list. Share with any hit: about 8.5%.

cpd	5HT1E antag	Fluor 339 460	5HT1E ag	S1P3 ag	Her2 expr inh	5-HT1A blocker	S1P1 ag pot	MMP-13 inhibitor	A340 absorber	compound
1	11	1.1	1.4	-0.1	98	6	-20	1	0.98	COc1ccc(CN(CCCN2CCOCC2)S(=O)(=O)N(C)C)cc1OC
2	-3	1	-0.2	0.1	118	-17	-3	4	1	CCCCC(=O)c1c(O)c2ccccc2oc1=O
3	-1	1.1	0.3	-1.5	78	-1	/	11	0.99	CCOC(=O)C1CCN(C(=O)c2ccc(Cl)c(Cl)c2)CC1
4	-3	1.1	0.6	0.9	122	-3	-8	7	1	CCNC(=O)NC(=O)C(C)OC(=O)c1cccnc1SC (configuration not stated)
5	-6	1.1	1.1	1.4	94	2	-13	2	1	CC1CCCN(c2nc3c(c(=O)n(C)c(=O)n3C)n2CCSc2nc3ccccc3o2)C1 (configuration not stated)
6	-2	0.98	0.3	-1.1	88	-4	-20	0	1.1	CC1(C)CC(=O)C(C=NCCc2ccccn2)=C(O)C1
7	10	1.1	-0.3	-1.0	98	0	2	1	1.1	Cc1cccc(-c2noc(Cc3ccc(Cl)cc3)n2)c1
8	0	1.1	-0.8	-1.9	64	/	2	3	0.95	O=C(CNC1=NCCC1)c1ccc2c(c1)OCCO2
9	0	1.1	7.6	-0.3	77	0	/	3	1	NC1=NC(=O)CC(C(=O)NCc2ccccc2)S1 (configuration not stated)
10	6	1	0.5	-0.9	106	-2	-6	0	1.1	CCCCN(C)C(=O)c1cn(C)c2ccc(S(=O)(=O)N(C)C)cc2c1=O
11	-5	1.4	0.1	/	76	8	/	-2	1.1	COc1ccccc1-c1cc(C(F)(F)F)nc(N2CCOCC2)n1
12	-6	1	0.3	-0.4	82	-14	-2	-2	0.99	Cc1nnc(SCC(=O)Nc2cccc(C(F)(F)F)c2)[nH]c1=O

The list continues:
cpd	5HT1E antag	Fluor 339 460	5HT1E ag	S1P3 ag	Her2 expr inh	5-HT1A blocker	S1P1 ag pot	MMP-13 inhibitor	A340 absorber	compound
13	16	1.1	0.4	-0.5	80	-6	0	2	1	c1ccc2[nH]c(SCc3ccc(-c4nnco4)cc3)nc2c1
14	-1	2.2*	-0.3	2.0	81	-6	-12	-15	1	CCCN1CC=C2C(C#N)=C(N)C(C#N)(C#N)C(c3cccc(OC)c3OC)C2C1 (configuration not stated)
15	12	1.1	-0.3	-3.1	107	/	8	-6	1	COc1ccc(CNc2oc(COc3ccccc3Cl)nc2C#N)cc1
16	-15	1.2	0.6	-0.9	94	-2	2	4	1	CCn1c2ccccc2c2cc(NC(=O)CSc3nnc(-c4ccccc4OC)n3N)ccc21
17	3	1.1	-0.1	-0.5	87	8	-1	3	1	Cc1c(C(=O)N2CC(C)OC(C)C2)sc2nc(-c3ccc(F)cc3)cn12 (configuration not stated)
18	2	1.1	-0.8	0.6	89	-3	14	1	1	CCC(=O)OCCn1c(Br)nc2c1c(=O)[nH]c(=O)n2C
19	8	2	-1.2	-1.2	71	5	7	-2	1.1	CCOC(=O)c1cn(CC)c2cc(N3CCCCC3)c(F)cc2c1=O
20	-8	1	-1.8	-0.1	125	2	/	3	0.98	COC(=O)c1cc(NC(=O)CN2CCC(C(N)=O)(N3CCCCC3)CC2)cc(C(=O)OC)c1
21	-5	1.1	0.5	-0.2	76	-13	-32	3	1.1	COCCn1c(=S)[nH]c2cc(OC)c(OC)cc2c1=O
22	-2	1.1	0.7	-0.8	71	14	5	5	0.99	CCC(OC(=O)c1cc2sccc2n1C)C(=O)NCC1CCCO1 (configuration not stated)
23	-4	2.9*	1.3	-0.7	/	-10	-7	-16	1.1	CCOC(=O)N1CCN(C(=O)c2cnn3c(C(F)F)cc(-c4ccc(C)cc4)nc23)CC1
24	7	1.3	-0.1	-3.9	25	/	1	-10	1.1	N#CC1=C(N)C(C#N)(C#N)[C@H](c2ccncc2)[C@H]2CN(C(=O)OCc3ccccc3)CC=C12

The closing 2 entries of the section before are carried over, then new ones follow.
cpd	5HT1E antag	Fluor 339 460	5HT1E ag	S1P3 ag	Her2 expr inh	5-HT1A blocker	S1P1 ag pot	MMP-13 inhibitor	A340 absorber	compound
23	-4	2.9*	1.3	-0.7	/	-10	-7	-16	1.1	CCOC(=O)N1CCN(C(=O)c2cnn3c(C(F)F)cc(-c4ccc(C)cc4)nc23)CC1
24	7	1.3	-0.1	-3.9	25	/	1	-10	1.1	N#CC1=C(N)C(C#N)(C#N)[C@H](c2ccncc2)[C@H]2CN(C(=O)OCc3ccccc3)CC=C12
25	6	1.1	-0.6	0.0	103	4	-15	2	1	CC(=O)N1C(c2ccccc2)CC(=O)OC1c1ccc2c(c1)OCO2 (configuration not stated)
26	15	1.1	0.5	-1.0	88	-14	7	0	0.99	COc1ccc(F)cc1S(=O)(=O)NC1CC(C)(C)NC(C)(C)C1
27	-2	1	-0.3	-0.8	70	-5	0	-16	0.99	OCc1cn(-c2ccccc2)nc1-c1ccc2c(c1)OCCO2
28	2	1.1	-0.1	-1.0	95	-2	-11	-12	0.99	COc1cccc(C(=O)Nc2ncc3c(n2)CC(C)CC3=O)c1 (configuration not stated)
29	-13	1.1	-0.1	1.6	79	-14	-6	-2	0.99	CC(C)(C)C(=O)NC(=C(Cl)Cl)P(=O)(O)O
30	-5	1	-0.2	/	89	-2	/	2	1	O=C(CCCn1c(=S)[nH]c2ccsc2c1=O)NCc1ccco1
31	6	1	0.5	-0.2	119	-3	-6	-3	1	CCN1CCN(C(=O)C2CCN(S(=O)(=O)c3cccc4cccnc34)CC2)CC1
32	-6	1.9	0.4	-0.6	61	0	6	-10	1	O=C(c1cnn2c(C(F)(F)F)cc(-c3ccco3)nc12)N1CCc2ccccc2C1
33	11	1.1	2.9	-0.1	79	-3	-31	-2	1.1	N#Cc1cc2c(nc1SCc1ccncc1)CCC2
34	16	1.1	0.7	/	/	-6	/	-5	1.1	CCOc1ccc(C2C(C#N)=C(N)SC(N)=C2C#N)cc1OCC
35	-6	1.1	-0.2	-0.7	99	0	/	1	1.1	COc1cc(NC(=O)CSc2nnnn2-c2ccccc2)cc(OC)c1OC
36	-4	1.1	-0.5	/	/	-1	/	2	1	CCOC(=O)c1ccc(N2C(=O)CC(SCC(N)C(=O)OCC)C2=O)cc1 (configuration not stated)

(list continues)
cpd	5HT1E antag	Fluor 339 460	5HT1E ag	S1P3 ag	Her2 expr inh	5-HT1A blocker	S1P1 ag pot	MMP-13 inhibitor	A340 absorber	compound
37	-12	3.6*	-0.4	-0.7	94	1	-36	-44	1	CCOC(=O)Nc1cc2c(C)cc(=O)oc2cc1C
38	-3	1	0.3	-0.4	113	-1	-43	0	0.97	COc1ccc(NC(=O)C(C)NS(=O)(=O)c2ccc(NC(C)=O)cc2)cc1Cl (configuration not stated)
39	3	1.1	-0.9	-2.0	84	18	-7	0	1	O=C(CCN1CCN(CCC(=O)c2ccccc2)CC1)c1ccccc1
40	-12	1.1	0.7	-0.7	80	-9	-9	-2	0.98	O=C(c1ccco1)N1CCN(C(=O)c2ccccc2OC(=O)C23CC4CC(CC(C4)C2)C3)CC1
41	30*	1.1	0.6	1.6	94	18	-25	2	1.1	COc1cc(NC(=O)c2cccc3c2C(=O)N(Cc2cccnc2)C3)cc(OC)c1OC
42	-5	1.1	-0.2	-4.6	71	/	4	1	1	COC(=O)NC(Nc1sc2c(c1C(N)=O)CCCC2)(C(=O)OC)C(F)(F)F (configuration not stated)
43	-10	1.1	1.7	-0.5	77	-13	3	2	0.97	N#CCSc1nnc(N)s1
44	5	1.1	0.2	-1.0	87	12	6	6	1	CCOC(=O)c1cc(-c2ccccc2)n(CC(=O)N2CCCC2)c1C
45	-4	4*	0.5	-0.6	97	-20	-35	-68[fluorescence artefact?]	1.1	COc1cc2nc(N3CCNCC3)nc(N)c2cc1OC
46	4	1	0.9	-1.2	36	19	-32	0	1	CCCCCn1c(CN2CCN(c3cccc(Cl)c3)CC2)nc2c1c(=O)n(C)c(=O)n2C
47	7	1.1	0.1	-0.3	62	-14	-32	0	1	CCOC(=O)c1cnc2c(C(F)(F)F)cccc2c1N1CCOCC1
48	-3	1.1	0.6	-0.8	126	-6	-12	2	1	CCSc1nnc([C@@H]2CCCN2C(=O)OC(C)(C)C)o1

Next compounds:
cpd	5HT1E antag	Fluor 339 460	5HT1E ag	S1P3 ag	Her2 expr inh	5-HT1A blocker	S1P1 ag pot	MMP-13 inhibitor	A340 absorber	compound
49	-59	1.1	1.0	-0.4	106	-6	-38	10	1.1	Cc1ccc2nc(N3CCOCC3)c3nncn3c2c1
50	-2	1	-0.6	-0.1	85	-5	-6	-7	1.1	O=C(O)c1ccccc1SCc1ccc2c(c1)OCO2
51	1	1.1	-0.8	-1.5	84	1	5	3	1.1	CS(=O)(=O)N(CC(=O)NCc1ccco1)c1ccc2c(c1)OCO2
52	-7	1.1	-0.5	-1.4	84	1	-13	4	1	CC(C)(C)OC(=O)N1CCC(C(N)=O)CC1
53	-13	1.1	0.1	-4.6	96	/	9	-4	1	CCOc1ccc2c(c1)n([O-])c1c([n+]2=O)CCCC1
54	-1	1.1	0.5	-0.9	93	-4	/	5	1.1	COc1ccc(OC)c(C2C(C(=O)c3cccs3)=C(O)C(=O)N2c2cc(C)on2)c1 (configuration not stated)
55	-7	1.5	-0.7	0.0	95	4	-14	-22	0.99	CCc1c(C)n2nc(C)cc2[nH]c1=O
56	10	1	-0.1	0.0	76	-8	5	4	0.96	CCOC(=O)Nc1ccc(C(N)=O)cc1
57	-9	1	-0.1	1.0	102	-12	-15	4	1.1	O=c1cc(O)sc2ccccc12
58	32*	1	0.4	-1.1	84	-4	14	6	1.1	CCN(CC)c1ccc(NC(=O)C2CCCN(S(=O)(=O)c3cccnc3)C2)c(C)c1 (configuration not stated)
59	2	1.3	0.5	-0.8	77	-5	-18	-8	1.1	CCOC(=O)N1CCN(C(=O)CCCn2nc(C)c3sc4ccccc4c3c2=O)CC1
60	-9	1.1	0.4	-0.8	76	-7	11	-6	0.99	Cc1ccc(S(=O)(=O)N(C)Cc2cc3ccccc3[nH]c2=O)cc1
61	-4	1.1	-0.5	-0.2	92	-3	-8	-5	0.98	CC1CCN(C(=O)CSc2nnc(-c3cc4ccccc4cc3O)n2Cc2ccco2)CC1
